# Imprint erasure: inducers of genomic imprint erasure in mouse ES cells; mouse ES Peg3-LacZ reporter, beta-gal luminescence, 40 h; Potency, µM (highest dose often 60.7 µM), for inactives: at the highest dose activity change, positive = activation, usual class: activators; 110,000 compounds, 0.02% hits;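 note: 0% = negative control wells on the plate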
#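 Gelatin-coated wells received 300 freshly trypsinized female ES cells with a Peg3LacZ-Neo reporter on the maternal allele, then incubated 40 hours at 37C. BetaGlo was added for 5 minutes at room temperature before a single luminescence read.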
# p53ts 39C kill: cytotoxicity in p53ts cells at nonpermissive temperature. AID 902. H1299-p53A138V viability at 39C, ATP luminescence, 24 h. Potency, µM (doses to about 46.1 µM), without a hit: at the highest dose activity change, negative = cell killing, usual class: cytotoxic. 130,000 compounds, 1.5% hits; note: nearly all actives have a fitted effect of over 55% in size
# p53ts 32C tox: cytotoxicity in p53ts cells at permissive temperature. H1299-p53A138V at 32C, ATP luminescence viability, 24 h. 130,000 compounds, 0.93% hits. Potency, µM (titrated, usually from 46.1 µM), for the others: at the highest dose activity change, negative = cytotoxicity, actives largely listed as cytotoxic. AID 924;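 note: 0% = DMSO and -100% = full killing by reference compound; nearly all actives have a fitted effect of over 55% in size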
#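 ATP-content luminescence (ATPlite) read-out after 24 h compound exposure at 32C in H1299-p53A138V cells (600/well). Tested up to 46 uM. Normalized to DMSO (0%) and 100 uM tamoxifen (100% killing); Hill-fit AC50.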
# IkB sig inh: suppresses IkB signaling in ABC-DLBCL reporter cells. ABC-DLBCL IkBa-CBG/CBR dual luciferase ratio, 4 h; response scale: scaled: untreated 0%, proteasome inhibitor 100%. 110,000 compounds, 0.04% hits. Potency, µM (top dose mostly 57.1 µM), for the others: at the top dose IkBa stabilization activation; active = well fitted curve in the direction sought with a large enough effect in the signal ratio, not every such curve was filed as active; inconclusive = small, poorly fitted or top-dose-only effect, or a change in a side signal; the % refers to the signal ratio;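 note: the direction sought is a rising ratio; 0% = basal untreated cells and 100% = reference inhibitor full response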
#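 Curves were fitted separately to fusion (green), unfused (red) and ratio luminescence, then classed by r2, magnitude and activity. Cells: OCI-Ly3, 4 h compound plus doxycycline at 37C; 10 uM MG-132 defined full response.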
# * marks the source's active call; other numbers are inactive results; ? = inconclusive; · = not tested or not shown; [ ] = another dose, or the depositor's remark. Unless noted, calls come from the whole dose curve; as a rule, active = well fitted curve in the direction sought with a large enough effect; inconclusive = small, poorly fitted or top-dose-only effect, or another doubt; inactive = no such curve, though single readings can be large; an effect the other way counts as inactive or inconclusive. Unless noted, % is set by controls: 0 for no effect and ±100 for the full control effect; potency is the fitted concentration of half-maximal effect.
# Values run as follows: p53ts 39C kill	p53ts 32C tox	IkB sig inh	Imprint erasure
- COc1ccccc1Nc1nc(N)nc(CN2CCOCC2)n1
  5%	-3%	-0.4%	0%
- Cc1occc1C(=O)Nc1nn[nH]n1
  -5%	-15%	0.7%	-36%[inhibitor]
- NC(=O)c1cccc(S(=O)(=O)N2CC(c3ccccc3)CC2=O)c1 (stereo not drawn)
  -7%	-5%	3.4%	-15%
- CCn1c(SCC(=O)Nc2ccc(C)c(C)c2)nnc1-c1nonc1NC(C)=O
  -24%	-10%	0.8%	8%[10.9 µM]
- COc1ccc2c(c1)Cc1sc(NC(=O)c3ccccc3Br)nc1-2
  ?	-16%	51%	-27%[10.9 µM]
- COc1ccccc1NC(=O)c1cc(S(=O)(=O)N2CCN(c3ccccc3Cl)CC2)ccc1F
  1%	10%	?	-16%[10.9 µM]
- COc1ccc(NC(=O)c2c(C)oc3ccc(O)c(CN4CCCCCC4)c23)cc1Cl
  13µM*	-14%	?	-10%[10.9 µM]
- Cc1cc(=O)n2[nH]cc(C(=O)O)c2n1
  10%	10%	·	·
- O=C1CCCC=C1[C@H](O)c1ccc([N+](=O)[O-])cc1
  13%[9.22 µM]	-17%[9.22 µM]	·	·
- Cn1c(Cn2c(=O)sc3ccccc32)nnc1SCC(=O)Nc1cccc(F)c1
  5%	0%	1.3%	-5%
- CCOC(=O)NC(=O)CN1C(=O)NC(C)(c2ccccc2)C1=O (stereo not drawn)
  2%	-1%	0.1%	9%
- COC(=O)Cc1c(C)nc2nc(-c3ccco3)[nH]n2c1=O
  10%	0%	-1.1%	-20%
- COc1ccc(-c2cc(C(F)F)n3ncc(C(=O)N4CCN(C)CC4)c3n2)cc1
  6%	-1%	·	·
- CCN(CC)C[C@@H](O)c1ccc2ccc3ccccc3c2c1
  -4%[9.22 µM]	13%[9.22 µM]	-0.9%[11.4 µM]	-17%[10.9 µM]
- O=C(Nc1ccc(F)cc1F)N1CCN(C/C=C/c2ccccc2)CC1
  -28%	-8%	0.4%	-25%
- CC1=C(C(=O)Nc2ccccc2)C(c2ccc(C(=O)O)cc2)n2nc(SCC(=O)c3ccc(C)cc3)nc2N1 (stereo not drawn)
  0%	-4%	-3.2%	25%[10.9 µM]
- CN(C(=O)c1cccc(C#N)c1)c1nnc(-c2ccncc2)s1
  9%	4%	-0.9%	-10%
- CCCCCCSc1nnc2c(n1)OC(C)Nc1ccc(Br)cc1-2 (stereo not drawn)
  -10%	3%	?	-10%[10.9 µM]
- Cc1noc(C)c1-c1cncnc1Nc1ccccc1
  -14%	2%	2.8%[11.4 µM]	?
- Cc1coc(NC(=O)CSc2nc(-c3ccncc3)cc(C(F)(F)F)c2C#N)n1
  12%	-6%	-1.4%	·
- COc1cc(NC(=O)C23CC4CC(C2)CC(n2nnc(C)n2)(C4)C3)c(OC)cc1Cl
  10%	1%	-0.8%	2%
- Cc1ccc(-c2onc(C)c2C)cc1S(=O)(=O)N1CCN(c2ccccc2F)CC1
  -7%	-1%	?	-11%[10.9 µM]
- CCCCNC(=O)[C@@H](c1ccccc1)N1Cc2ccccc2C1=O
  -19%	6%	-0.1%	3%[10.9 µM]
- O=c1cc(-c2ccccc2)nc(SCc2nc(-c3ccccc3Cl)no2)[nH]1
  1%	2%	?	4%[10.9 µM]
- O=C(NCc1nc(-c2ccccc2)no1)c1ccco1
  20%	-1%	-3.2%	-3%[10.9 µM]
- CC(=O)N1CCc2cc(S(=O)(=O)CCC(=O)N3CCN(c4ccccc4F)CC3)ccc21
  6%	8%	1.3%	-10%[10.9 µM]
- COc1ccc(NC(=O)Cn2c(=O)oc3cc(S(=O)(=O)N4CCCCCC4)ccc32)cc1OC
  -7%	7%	0.9%	-16%[10.9 µM]
- CC(=O)Nc1c(Cl)n(C(C)=O)c2ccccc12
  5%	1%	-1.2%	-9%
- Cn1c(Cn2c(=O)sc3ccccc32)nnc1SCC(=O)Nc1cccc(Cl)c1
  -6%	-4%	0.2%	13%
- Cc1nc(-c2ccc(NS(C)(=O)=O)cc2)cs1
  -10%	-9%	-1.0%	-25%
- COc1ccc(-c2cc(C)no2)cc1S(=O)(=O)NCc1ccc(OC(C)C)cc1
  9%	1%	-1.7%	-4%[10.9 µM]
- O=C(CSc1nn(-c2ccc(Cl)cc2)c(=S)s1)N1CCN(C(=O)c2ccco2)CC1
  2%	7%	1.1%	-8%
- Cc1ccc(N(CC(=O)NCCc2ccccc2)S(=O)(=O)N(C)C)cc1
  5%	4%	2.2%	23%[10.9 µM]
- COc1cccc(C(=O)n2cnnc2N)c1OC
  14%	19%	4.6%	-5%
- C=CCN1CCN(C(CC(C)C)c2nnnn2CCOC)CC1 (stereo not drawn)
  7%	-3%	-0.1%	2%
- COC(=O)COc1cccc(-n2cnnn2)c1
  -3%	1%	0.0%	1%
- COc1ccc(-c2noc(-c3ccc(N4CCN(c5ccccc5OC)CC4)c([N+](=O)[O-])c3)n2)cc1
  2%	0%	-2.3%	-11%[10.9 µM]
- CCCn1c(SCC(=O)Nc2ccccc2N2CCOCC2)nc2c1c(=O)n(C)c(=O)n2C
  51%[activator]	9%	·	·
- CC1CCN(c2nc3c(S(=O)(=O)c4cccc(Cl)c4)nnn3c3ccsc23)CC1
  13%	7%	2.5%	-19%[10.9 µM]
- Cc1ccc2c(CNCc3ccco3)cc(=O)oc2c1
  -2%	-7%	-1.1%	-23%
- Cc1ccc2nc(S(=O)(=O)O)[nH]c2c1
  -2%	2%	2.9%	-10%
- N#Cc1c(N)c(C(=O)c2ccc(Br)cc2)n2c1CCC2
  10%	-6%	1.2%	-8%
- O=C(CN1C(=O)c2cccnc2Sc2ccccc21)Nc1cc(F)ccc1F
  -23%	11%	?	-6%[10.9 µM]
- CC(C)NC(=O)c1nn(C)c2c1CS(=O)(=O)c1ccccc1-2
  15%	-3%	?	-3%[10.9 µM]
- O=C(CN1C(=O)CSc2ccc(S(=O)(=O)N3CCCC3)cc21)NCc1ccc(Cl)cc1
  23%	4%	0.6%	-11%[10.9 µM]
- CCCCNC(=O)c1c[nH]c2ccc(S(=O)(=O)Nc3ccc(OCC)cc3)cc2c1=O
  ?	?	-1.2%	6%
- COc1ccc2nc(NC(=O)c3nc(SCc4ccc(F)cc4)ncc3Cl)sc2c1
  -11%	4%	-0.3%	2%[10.9 µM]
- CCOc1cccc2sc(N(Cc3cccnc3)C(C)=O)nc12
  -6%	3%	0.0%	-13%[10.9 µM]
- COC(=O)c1cn(-c2ccccc2)nc1C(=O)OC
  -7%	-4%	-1.8%	-10%
- CCc1cccc(NC(=O)CN2C(=O)CCc3cc(S(=O)(=O)N4CCOCC4)ccc32)c1
  -10%	-3%	?	-11%[10.9 µM]
- COC(=O)c1sc(NC(=O)c2ccc(OC)cc2OC)nc1C
  0.32µM*	0.4µM*	?	-21%
- CC1=C(c2ccc(C(C)C)cc2)S(=O)(=O)N=C1N1CCN(c2ccc(F)cc2)CC1
  -6%	4%	-1.4%	15%[10.9 µM]
- CC(NC(=O)NCC1CCCO1)(C(F)(F)F)C(F)(F)F (stereo not drawn)
  3%	-4%	0.7%	-5%
- CC(C)(C)OC(=O)C1C(=O)CC(C)(O)C(C(=O)OC(C)(C)C)C1c1ccco1 (stereo not drawn)
  15%	-15%	·	·
- CCOc1ccc(-c2nc(=S)[nH][nH]2)cc1
  -29%	-26%	4.9%	-13%
- Cc1ccc2c(C)c(C(=O)NCC(c3ccc(Cl)cc3)N3CCOCC3)oc2c1 (stereo not drawn)
  10%	14%	?	-18%[10.9 µM]
- COc1ccc(C(=O)Nc2cc3c(cc2N2CCCC2)n(C)c(=O)c(=O)n3C)cc1OC
  0%	2%	-2.6%	12%[10.9 µM]
- Cn1c(=O)c2c(nc(SCC(=O)Nc3ccc(OC(F)(F)F)cc3)n2Cc2cccc(C(F)(F)F)c2)n(C)c1=O
  ?	-28%	?	-16%[10.9 µM]
- N[C@H](C(=O)O)c1ccc(C(=O)O)cc1
  6%	6%	-0.3%	-1%
- Cc1nnsc1NC(=O)OCC(C)C
  0%	-23%	?	-20%

# (further entries)
# Values run as follows: p53ts 39C kill	p53ts 32C tox	IkB sig inh	Imprint erasure
- CCCS(=O)(=O)c1nc(S(=O)(=O)c2ccc(C)cc2)c(N2CCc3ccccc3C2)s1
  -4%	-20%	·	·
- Cc1cc(F)ccc1NC(=O)C1CCCN(c2nnc(-n3c(C)ccc3C)s2)C1 (stereo not drawn)
  -30%	-1%	2.5%	8%[10.9 µM]
- COc1ccc(Cl)cc1N(CC(=O)Nc1ccc2c(c1)OCCO2)S(C)(=O)=O
  -9%	3%	4.3%	-14%
- C#CCSc1nc(-c2ccccc2)cc(-c2ccccc2)c1C#N
  -12%	-3%	-0.5%	-7%[10.9 µM]
- COc1ccc(-c2nnn(CC(=O)Nc3sc4c(c3C#N)CCCC4)n2)cc1
  -4%	4%	-0.1%	0%
- Cn1c(=O)cc(OCCCC(=O)Nc2ccc3c(c2)OCCO3)c2ccccc21
  -8%	4%	1.7%	-7%
- COc1cccc(C(=O)Nc2ccc(NC(=O)c3ccc(C(C)(C)C)cc3)cc2)c1
  ?	-2%	4.2%	-12%[10.9 µM]
- O=C(NCc1ccccn1)C1CCN(S(=O)(=O)N2CCCCC2)CC1
  5%	3%	2.3%	-11%
- CN(c1ccc(O)cc1)c1nc(-c2ccccc2)cs1
  ?	?	?	-25%
- Cc1ccc(-n2nnnc2SCC(=O)c2cc(C)n(-c3cc(C)on3)c2C)c(C)c1
  -18%	-6%	1.6%	-19%
- CCCC[C@]1(C2CCCC2)Cc2cc(OCC(=O)O)c(Cl)c(Cl)c2C1=O
  -1%	14%	3.4%	·
- O=C1c2ccccc2C(=O)N1CCCc1nc2ccccc2c(=O)n1-c1cccnc1
  13%	2%	0.1%	1%
- O=C(OCc1ccccc1)c1ccc(-c2nnn(Cc3ccccc3F)n2)cc1
  -15%	-4%	-2.9%	-13%[10.9 µM]
- Cc1ccc(CNC(=O)CSc2nc3c(sc4ccccc43)c(=O)n2CCCC(=O)NCCO)cc1
  -26%	-25%	1.2%	13%[10.9 µM]
- CCOc1ccccc1NC(=O)C1CCN(S(=O)(=O)Cc2ccccc2)CC1
  -12%	9%	?	-11%[10.9 µM]
- CS(=O)(=O)c1ccc2nc(NC(=O)Cc3ccccc3)sc2c1
  15%	-14%	-5.6%	-11%
- CCSc1nnc(NC(=O)c2ccc(C)o2)s1
  ?	-28%	?	-48%[inhibitor]
- COc1ccc(CCNC(=O)c2ccc3c(c2)N(Cc2ccccc2Cl)C(=O)c2ccccc2S3)cc1OC
  2%	-4%	-1.2%	-20%[10.9 µM]
- Cc1cccc(-c2nc3c4ccccc4nc(N4CCN(c5cc(C)ccc5C)CC4)n3n2)c1
  11%	5%	-2.2%	-7%[10.9 µM]
- CCCc1ccc(S(=O)(=O)N2CCC(c3nnnn3-c3ccc(OC)cc3)CC2)cc1
  -19%	0%	-1.8%	-17%[10.9 µM]
- O=C(Cn1cnc2c(cnn2-c2ccccc2)c1=O)N1CCOCC1
  3%	4%	0.8%	-12%
- CC1CCN(c2nc(-c3ccccc3)c(C#N)c(=O)[nH]2)CC1
  -6%	-8%	-2.3%	-13%
- CCOc1ccc(NC(=O)c2c(NCc3sccc3C)sc3c2CCCCC3)cc1
  4%	2%	?	-7%[10.9 µM]
- COc1ccc(-n2ccnc2SCC(=O)Nc2ccccc2)cc1
  -15%	3%	0.0%	-13%
- COc1ccc(N=c2ssnc2Cl)cc1
  -1%	-6%	·	·
- CCOC(=O)C1CCCN(S(=O)(=O)c2cc3c4c(c2)CC(=O)N4CCC3)C1 (stereo not drawn)
  -4%	-10%	-1.3%	-11%[10.9 µM]
- Cc1ccc2cc(CN(CC3CCCO3)S(=O)(=O)c3cccc4nsnc34)c(=O)[nH]c2c1 (stereo not drawn)
  6%	5%	0.4%	-5%

# Screens (PubChem)
